rTrxR1 inhibitor: inhibitors of rat thioredoxin reductase 1; Potency, µM (titrated, usually from 114 µM), for inactives: at the highest dose activity change, negative = inhibition, hits mostly inhibitors; recombinant rTrxR1, NADPH fluorescence consumption, selenite substrate; O89049; AID 588453; 390,000 compounds, 1% hits; note: potency is the fitted concentration of half-maximal effect; % is set by controls: 0 for no effect and ±100 for the full control effect; nearly all actives have a fitted effect of over 65% in size
Target sequence (O89049 whole entry, looked up): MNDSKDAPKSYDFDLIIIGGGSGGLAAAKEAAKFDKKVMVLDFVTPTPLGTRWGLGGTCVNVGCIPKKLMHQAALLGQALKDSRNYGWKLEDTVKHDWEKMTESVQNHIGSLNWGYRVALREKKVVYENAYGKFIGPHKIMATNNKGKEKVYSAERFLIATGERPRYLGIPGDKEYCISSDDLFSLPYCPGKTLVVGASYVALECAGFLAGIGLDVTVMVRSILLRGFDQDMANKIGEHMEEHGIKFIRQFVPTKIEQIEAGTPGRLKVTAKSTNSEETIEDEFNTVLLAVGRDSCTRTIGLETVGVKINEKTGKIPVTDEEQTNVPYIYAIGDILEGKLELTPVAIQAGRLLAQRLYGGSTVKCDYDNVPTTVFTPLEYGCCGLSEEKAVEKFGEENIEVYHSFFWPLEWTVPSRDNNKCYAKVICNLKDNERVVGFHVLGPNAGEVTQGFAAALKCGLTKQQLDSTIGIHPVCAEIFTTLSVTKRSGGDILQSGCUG
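Rat TrxR1 (90 nM in the dispensed reagent) was pre-reduced with 400 uM NADPH for 5 min at room temperature, then incubated with compound for 15 min. After 400 uM selenite was added, NADPH fluorescence (Ex 340/Em 450 nm) was followed for 8 min.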
LDHA block: LDHA (human) enzyme inhibition; activity change, % (values are at about 110 or 230 µM); 480,000 compounds, 0.15% hits; purified LDHA, NADH/diaphorase-resazurin fluorescence; stronger effect = lower value; P00338; in the data active = activity change below about -30%; inconclusive = mostly about -25% to -30%;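 note: plate controls were DMSO wells for no effect and wells without enzyme for full effect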
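Enzyme activity of human lactate dehydrogenase 5 (2 nM; 0.06 mM NADH, 0.2 mM pyruvate, 5 min, RT) is measured via a resazurin/diaphorase fluorescence readout of residual NADH.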
Vif-A3F inh: blocks the Vif interaction with APOBEC3F; 390,000 compounds, 0.2% hits; Potency, µM (highest dose often 46.1 µM), for the others: at the top dose activity, negative = active; HeLa A3F-eYFP + Vif (tagged APOBEC3F with the HIV-1 protein that degrades it), YFP fluorescence increase; note: potency is the fitted concentration of half-maximal effect; % of control where 0% means no effect; nearly all actives have a fitted effect of over 65% in size
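HeLa cells stably expressing Vif plus C-terminally eYFP-tagged A3F were seeded, incubated overnight at 37 deg C, dosed with compound, incubated overnight again at 37 deg C. Yellow fluorescence (Ex 488/Em 500-530) reported blocked Vif-mediated A3F-eYFP degradation.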
mIDH1 inhibitor: human IDH1 R132H inhibition | O75874 | 390,000 compounds, 0.093% hits | IDH1-R132H enzyme, NADPH consumption, diaphorase/resazurin fluorescence | Potency, µM (doses to about 76.6 µM), for inactives: at the top dose activity change, negative = inhibition, most hits filed as inhibitors; note: potency is the fitted concentration of half-maximal effect; % is set by controls: 0 for no effect and ±100 for the full control effect; nearly all actives have a fitted effect of over 65% in size
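IDH1-R132H (0.5 ug/mL) preincubated 30 min with compound, then NADPH (0.016 mM) and alpha-KG (2 mM) added; 80 min at RT, pH 7.5. Remaining NADPH coupled via diaphorase/resazurin to fluorescence (540/590 nm); concentration-response curves normalized to no-enzyme control.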
Vif-APOBEC3G blk: Vif-A3G binding inhibition; HeLa A3G-eYFP + Vif (tagged APOBEC3G with the HIV-1 protein that degrades it), YFP fluorescence, overnight; Q9HC16; AID 602310; 410,000 compounds, 0.076% hits; Potency, µM (series often up to 46.1 µM), inactives show at the highest dose activity, negative = active, most hits filed as inhibitors;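 note: potency is the fitted concentration of half-maximal effect; % is set by controls: 0 for no effect and ±100 for the full control effect; nearly all actives have a fitted effect of over 60% in size; hits raise eYFP signal because A3G escapes Vif-driven loss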
Target sequence (Q9HC16 whole entry, looked up): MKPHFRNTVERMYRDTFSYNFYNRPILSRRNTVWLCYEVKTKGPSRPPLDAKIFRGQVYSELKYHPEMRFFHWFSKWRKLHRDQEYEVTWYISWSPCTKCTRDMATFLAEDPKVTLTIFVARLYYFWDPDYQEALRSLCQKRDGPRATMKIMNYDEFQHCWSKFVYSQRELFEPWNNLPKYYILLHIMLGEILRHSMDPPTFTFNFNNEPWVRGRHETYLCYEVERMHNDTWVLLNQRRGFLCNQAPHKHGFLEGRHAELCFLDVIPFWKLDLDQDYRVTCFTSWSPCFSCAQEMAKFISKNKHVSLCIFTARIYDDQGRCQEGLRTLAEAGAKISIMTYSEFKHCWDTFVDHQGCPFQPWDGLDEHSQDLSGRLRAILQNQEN
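Read-out is eYFP fluorescence (Ex 488/Em 500-530) from Vif-expressing HeLa A3G-eYFP cells; more signal means A3G escaped Vif-mediated degradation. Cells plated overnight, compound pinned in, incubated overnight at 37 deg C.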
GRP78 ERSR act: induces the endoplasmic reticulum stress response in human glioma cells | Potency, µM, inactives show at the top dose activation, actives largely listed as activators | U87-MG GRP78 promoter luciferase reporter, 16 h | 420,000 compounds, 0.02% hits; note: potency is the fitted concentration of half-maximal effect; series mostly up to about 76 µM; % of control where 0% means no effect; nearly all actives have a fitted effect of over 35% in size
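Stably transfected U87-MG human glioma cells carrying a GRP78-based luminescent sensor were seeded at 1000 cells/well, pin-dosed with compounds and incubated 16 h. Luciferase reagent was then added, and end-point luminescence was read after 10 min at room temperature.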
USP1 inh: USP1/UAF1 (human) deubiquitinase inhibition | recombinant USP1/UAF1, Ub-Rhodamine cleavage fluorescence | O94782 | Potency, µM (doses to about 57.1 µM), for the others: top-dose activity change, negative = inhibition, actives largely listed as inhibitors | 390,000 compounds, 0.23% hits; note: potency is the fitted concentration of half-maximal effect; % is set by controls: 0 for no effect and ±100 for the full control effect; nearly all actives have a fitted effect of over 60% in size; inactives centre near -12
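High-throughput fluorogenic screen: 1nM USP1/UAF1 complex, Ub-Rho substrate 150nM final, 50mM HEPES pH 7.8 with 0.5mM EDTA, 0.1 mg/ml BSA, 1mM TCEP and 0.01% Tween-20.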
RGS4 inh: blocks human RGS4-accelerated GTP hydrolysis. P49798. Transcreener GDP fluorescence polarization, RGS4-accelerated GTP hydrolysis. Potency, µM (doses to about 114 µM), for the others: top-dose activity change, negative = inhibition, actives largely listed as inhibitors. 390,000 compounds, 0.039% hits. AID 504845; note: potency is the fitted concentration of half-maximal effect; % is set by controls: 0 for no effect and ±100 for the full control effect; nearly all actives have a fitted effect of over 75% in size; some results filed as inactive show a strong effect at the top dose
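MLSMR compounds (23 nl, pin-transferred) preincubated 10 min at room temperature with a 500nM (2x) first reagent, then RGS4 at 900nM (2x) plus Transcreener GDP mix added; fluorescence polarization (620/688 nm) read before and after 90 min at 30 °C.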
TrxR1 substrate: rat thioredoxin reductase 1 substrate activity; O89049; purified TrxR1 substrate turnover, NADPH consumption readout; Potency, µM (doses to about 114 µM), without a hit: top-dose activity change, negative = substrate turnover; 390,000 compounds, 0.01% hits; AID 588456; note: potency is the fitted concentration of half-maximal effect; % is set by controls: 0 for no effect and ±100 for the full control effect; nearly all actives have a fitted effect of over 50% in size
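Rat TrxR1, dispensed at 90 nM, was prereduced with 400 uM NADPH (final) for 5 min at ~22 deg C, then incubated with compound 15 min before 400 uM selenite. A first-read NADPH fluorescence drop versus no-compound background flagged substrates.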
The depositor's hits bear a star; ? = inconclusive; . = not tested or not shown; & = joins results of further samples; [ ] = another dose, or the depositor's remark. Unless noted, calls come from the whole dose curve; as a rule, active = well fitted curve in the direction sought with a large enough effect; inconclusive = small, poorly fitted or top-dose-only effect, or another doubt; inactive = no such curve, though single readings can be large; an effect the other way counts as inactive or inconclusive.

smiles	rTrxR1 inhibitor	LDHA block	Vif-A3F inh	mIDH1 inhibitor	Vif-APOBEC3G blk	GRP78 ERSR act	USP1 inh	RGS4 inh	TrxR1 substrate
CCCCOCCCNC(=O)c1ccc([N+](=O)[O-])c(C)c1	10%	-8	2%	9%	1%	-3%	-7%	-12%	5%
O=C(O)c1ccc2[nH]c3c(c2c1)CCCC3	34%	-7	1%	4%	2%	-4%	-12%	33%	24%
CCN(CC)c1ccc(NC(=O)CSc2nnc3nc(C)cc(C)n23)cc1	-2%[57.1 µM]	3	0%	4%	1%	10%	-24%	-10%[11.4 µM]	4%[57.1 µM]
COc1ccc(C2NS(=O)(=O)OCC2C)cc1 (stereo not given)	33%	3	0%	9%	2%	-1%	-27%	-7%	9%
CCOC(=O)C1=NN(c2ccccc2)C(=O)/C1=C\c1ccc(N(C)C)cc1	?	-3	-1%	4%	0%	?	-8%	6%	-4%
COc1ccc(C(=O)NCCOc2ccccc2Cl)c(OC)c1OC	-7%	0	-5%	9%	-5%	4%	-16%	-38%	-3%
CC(C)Cc1cc(C(=O)Nc2c(F)cc(F)cc2Br)no1	4%	-2	-1%	-6%	-5%	-3%	-17%	-3%	3%
CCOC(=O)c1cc(-c2ccc(C)cc2)n(CCC(=O)NCCCOC)c1C	10%[57.1 µM]	2	3%	5%	-1%	0%	-13%	4%	-1%[57.1 µM]
N#Cc1nc(-c2ccccc2Cl)oc1N1CCCCC1	46%[activator]	-3&-2	-11%	4%	-13%	?	-17%	-3%	95%[activator]
C=CCNCc1ccccc1[N+](=O)[O-]	-20%	-2	5%	-6%	-2%	-3%	-26%	-1%	2%
COc1ccc(CNC(=O)c2cnn(-c3ccccc3)c2-n2cccc2)cc1OC	-9%	-5	-5%	-2%	1%	1%	?	-13%	-6%
CC(C)n1cc(/C=C2/NC(=O)N(c3cccc(Cl)c3)C2=O)c2ccccc21	?	-2	-8%	3%	?	-7%	-16%	-1%	-8%
c1ccc(-c2nn[nH]n2)cc1	22%[57.1 µM]	-8	5%	0%	2%	-5%	-2%	3%	6%[57.1 µM]
COc1ccc(COCC(CC(C)C)N2CCN(C(=O)c3cccc(C(F)(F)F)c3)CCC2=O)cc1 (stereo not given)	18%[57.1 µM]	-2	-2%	3%	4%	0%	-4%	14%	7%[57.1 µM]
COc1ccccc1CNC(=O)c1cc(-c2ccncc2)nc2c(Cl)cccc12	-16%	-3	?	-13%	0%	-4%	-9%	?	-16%
CC(=O)Nc1ccc(NC(=O)CCn2cnnn2)cc1	33%[57.1 µM]	-2	-10%	-1%	3%	8%	-13%	-21%	14%[57.1 µM]
COc1ccc(CC(=O)Nc2ccc(S(=O)(=O)Nc3cc(C)on3)cc2)cc1OC	13%[57.1 µM]	-3	10%	1%	1%	-3%	6%	0%	10%[57.1 µM]
CC(C)(C)n1ncc2c(=O)n(Cc3ccc(Cl)c(F)c3)cnc21	11%	.	.	.	1%	-3%	.	.	5%
COc1cc(-c2nn3c(COc4ccccc4)nnc3s2)cc(OC)c1OC	31%	-1	14%	2%	0%	-4%	-16%	?	25%
CCOc1ccc(C(=O)N[C@H](C(=O)Nc2cccc(S(=O)(=O)N3CCCCC3)c2)C(C)C)cc1	-1%	-6	3%	-3%	-12%	-4%	-14%	-7%	-15%
CCOc1cc(NC(=S)NCC(C)C)c(OCC)cc1NC(=O)c1ccco1	6%	-6	1%	6%	2%	-2%	-16%	-9%	9%
COC(=O)c1c(NC(=O)c2cc(OC)c(OC)c(OC)c2Br)sc2c1CCC(C)C2 (stereo not given)	5%	2	1%	0%	-3%	1%	-1%	-21%	10%
COc1ccc(-c2nnc(Sc3nc4ccccc4o3)c3ccccc23)cc1	?	-10	-7%	2%	-18%	?	-17%	-22%	4%
Cc1ccc(N(CC(=O)N2CCOCC2)S(C)(=O)=O)cc1	4%	-5	1%	4%	4%	-2%	-11%	7%	2%
Cc1nc2cc(N3CCCCC3)c(NC(=O)c3cccnc3)cc2c(=O)n1Cc1ccccc1	11%	-3	-3%	3%	-1%	-2%	-24%	-45%	19%
O=C(CCSc1nc(-c2ccccc2)c(-c2ccccc2)o1)N1CCCCC1	.	2	0%	4%	-1%	2%	-8%	.	.
CCC(C)NC(=O)c1ccccc1C(=O)NC(C)CC (stereo not given)	35%	-4	0%	0%	1%	-3%	-8%	29%	13%
Cc1ccc(SCC(=O)N(Cc2nc(-c3ccccc3)no2)C(C)C)cc1	5%	2	3%	3%	0%	-6%	-17%	-52%	-10%
Cc1nnc(SCc2cc(=O)[nH]c(/N=C(\N)Nc3ccccc3)n2)s1	5%	-4	-15%	6%	-23%	-4%	-19%	-10%	2%
CCOC(=O)C1=C(C)N(C)C(=O)NC1c1c(C)nn(-c2ccccc2)c1C (stereo not given)	25%[57.1 µM]	-6	0%	0%	0%	-7%	-20%	-8%	13%[57.1 µM]
NC(=O)C1CCN(CC(=O)Nc2ccccc2Sc2ccccc2)CC1	-10%	-6	-8%	6%	-2%	-6%	-3%	-26%	-10%
CCOC(=O)CNC(=O)c1ccc(SCC)cc1	-17%[57.1 µM]	-5	-1%	16%	0%	-3%	4%	-1%	-14%[57.1 µM]
Cc1ccc([N+](=O)[O-])cc1NC(=O)c1ccccc1	16%[57.1 µM]	0	-8%	10%	1%	0%	-18%	-14%	5%[57.1 µM]
O=c1oc(-c2ccccc2)nc2sc3c(c12)CCCC3	15%	-11	-14%	10%	0%	10%	?	0%	12%
Cc1cccc(N/C(N)=N/c2nc(C(F)(F)F)cc(=O)[nH]2)c1C	8%	-10	4%	0%	0%	-2%	-4%	-40%	-6%
Cc1cc(C)cc(C(=O)Nc2cccnc2Cl)c1	22%	-3	-1%	7%	-1%	-1%	-16%	-3%	7%
CC(=O)N1CCCc2cc(S(=O)(=O)N3CCC(C(=O)NCc4ccc(C)cc4)CC3)ccc21	13%[57.1 µM]	-1	2%	0%	2%	-1%	-21%	0%	0%[57.1 µM]
COc1cc(C2=NOC(C(=O)NCc3ccc(F)cc3)C2)cc(OC)c1OC (stereo not given)	5%	1	-16%	5%	?	-8%	-1%	13%	2%
CCCn1c(SCC(=O)N2CCN(CC)CC2)nc2c1c(=O)n(C)c(=O)n2C	9%	2	10%	6%	1%	-5%	-12%	1%	-4%
Cc1cccc(Sc2c([N+](=O)[O-])ncn2C)n1	?	-10	3%	16%	-1%	5%	-4%	25%	-11%
COc1ccc(Cl)cc1NC(=O)CN1C(=O)C(C)(C)c2cc(S(=O)(=O)N3CCCCC3)ccc21	3%[57.1 µM]	0	-2%	18%	-8%	-1%	?	14%	-7%[57.1 µM]

Entries from the list above that have a thiophene ring, fused or not (2):
smiles	rTrxR1 inhibitor	LDHA block	Vif-A3F inh	mIDH1 inhibitor	Vif-APOBEC3G blk	GRP78 ERSR act	USP1 inh	RGS4 inh	TrxR1 substrate
COC(=O)c1c(NC(=O)c2cc(OC)c(OC)c(OC)c2Br)sc2c1CCC(C)C2 (stereo not given)	5%	2	1%	0%	-3%	1%	-1%	-21%	10%
O=c1oc(-c2ccccc2)nc2sc3c(c12)CCCC3	15%	-11	-14%	10%	0%	10%	?	0%	12%

Complete entries, looked up by structure. Order of values: rTrxR1 inhibitor, LDHA block, Vif-A3F inh, mIDH1 inhibitor, Vif-APOBEC3G blk, GRP78 ERSR act, USP1 inh, RGS4 inh, TrxR1 substrate
Shown for O=c1oc(-c2ccccc2)nc2sc3c(c12)CCCC3 : 15%, -11, -14%, 10%, 0%, 10%, ?, 0%, 12%
Shown for Cc1cccc(Sc2c([N+](=O)[O-])ncn2C)n1 : ?, -10, 3%, 16%, -1%, 5%, -4%, 25%, -11%
Shown for Cc1cccc(N/C(N)=N/c2nc(C(F)(F)F)cc(=O)[nH]2)c1C : 8%, -10, 4%, 0%, 0%, -2%, -4%, -40%, -6%
Shown for COc1cc(C2=NOC(C(=O)NCc3ccc(F)cc3)C2)cc(OC)c1OC (stereo not given) : 5%, 1, -16%, 5%, ?, -8%, -1%, 13%, 2%

Screens (PubChem)

An excerpt; rates above refer to the full screens.
